Bioassay records from PubChem.
HT1080 IDH1KD tx: HT-1080 IDH1 knockdown cell toxicity (counter line); HT-1080 IDH1 knockdown viability, ATP luminescence, 48 h; Potency, µM (top dose mostly 46.1 µM), for inactives: at the top dose activity, negative = toxicity, actives largely listed as cytotoxic; 2% of 360,000 active; AID 686971;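 note: potency is the fitted concentration of half-maximal effect; 0% = DMSO wells and -100% = cell-free medium wells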
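Cytotoxicity counter-line: IDH1KD HT-1080, 48 h, CellTiter-Glo. Curves classed by r2, magnitude and activity.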
KB-V1 MDR tox: KB-V1 MDR subline cytotoxicity; KB-V1 MDR cells viability, CellTiter-Glo, 72 h; Potency, µM (doses to about 46.1 µM), without a hit: at the highest dose activity change, negative = cytotoxicity, most hits filed as cytotoxic; 3.4% of 400,000 active; note: potency is the fitted concentration of half-maximal effect; % is set by controls: 0 for no effect and ±100 for the full control effect; nearly all actives have a fitted effect of over 60% in size
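KB-V1 MDR subline cells in DMEM (phenol-red free, 10% FBS) exposed to compounds in qHTS concentration series for 72 h at 37 degrees C. Viability read by CellTiter-Glo luminescence; concentration-effect curves fitted after normalization and correction.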
HT1080-NT tox: kills 2HG-producing HT-1080-NT fibrosarcoma cells; HT-1080-NT fibrosarcoma viability, CellTiter-Glo ATP luminescence, 48 h; Potency, µM (series often up to 46.1 µM), without a hit: at the highest dose activity, negative = less viability, hits mostly cytotoxic; 1.6% of 360,000 active; AID 686970;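 note: NT is the 2HG producing partner of a matched IDH1 knockdown line; potency is the fitted concentration of half-maximal effect; 0% = DMSO-treated cells and -100% = media-only wells without cells; nearly all actives have a fitted effect of over 55% in size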
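Compounds were tested in concentration-response format on HT-1080-NT cells for 48 hours at 37 degrees C. Cell viability came from CellTiter-Glo luminescence; curves were classified by r2, response magnitude and activity.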
IL-1B inflam inh: blocks inflammasome-driven IL-1 beta release; 4.7% of 360,000 active; activity change, % at 57.5 µM; THP-1 LPS/ATP IL-1B secretion, AlphaLISA, 16 h; hits give low values; in the data active = activity change below about -50%; inconclusive = mostly about -30% to -49%; note: % is set by controls: 0 for no effect and ±100 for the full control effect
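Secreted IL-1B measured by AlphaLISA bead assay after 16 h compound exposure of THP-1 cells; compounds (final up to 57.5 uM) added 1 h before LPS (250 ng/mL) and ATP (1.25 mM) stimulation; lower signal means less secretion.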
HEK293 tox: cytotoxicity counter-screen for GLP-1 receptor inverse agonists. 0.13% of 410,000 active. HEK293 cAMP-luciferase reporter cells, luminescence, 24 h. AID 624418. Potency, µM (highest dose often 38.3 µM), for the others: at the highest dose activity change, negative = inhibition, most hits filed as inhibitors;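 note: loss of luciferase light is scored as toxicity; potency is the fitted concentration of half-maximal effect; % is set by controls: 0 for no effect and ±100 for the full control effect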
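1536-well qHTS counterscreen of the MLSMR; 200 cells/uL, 12 h pre-incubation, 23 nL cpd, 24 h at 37 deg C 5% CO2, luciferase detection reagent, 12 min RT, luminescence. Inhibition = undesired.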
SW480 rereplic: inducers of DNA re-replication in SW480 colon cancer cells. SW480 DNA re-replication, Hoechst DNA content imaging, 48 h. Potency, µM (top dose mostly 46.1 µM), without a hit: at the top dose re-replication activation, hits mostly activators. 1.8% of 340,000 active; note: potency is the fitted concentration of half-maximal effect; % of control where 0% means no effect; nearly all actives have a fitted effect of over 55% in size
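Treated cells incubate 48 hr (37 C, 5% CO2), are stained 40 min with Hoechst, and nuclear fluorescence is enumerated; a rise in nuclei with high DNA signal marks re-replication.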
DRD3 agonist: agonists of human D3 dopamine receptor; D3R DiscoveRx beta-arrestin cells, luminescence, 90 min; max activation, %; P35462; 0.58% of 410,000 active; in the data active = max activation above about 30%; note: 0% is about no effect; mostly tested at two doses, the higher about 12 µM
Target sequence (P35462 whole entry, looked up): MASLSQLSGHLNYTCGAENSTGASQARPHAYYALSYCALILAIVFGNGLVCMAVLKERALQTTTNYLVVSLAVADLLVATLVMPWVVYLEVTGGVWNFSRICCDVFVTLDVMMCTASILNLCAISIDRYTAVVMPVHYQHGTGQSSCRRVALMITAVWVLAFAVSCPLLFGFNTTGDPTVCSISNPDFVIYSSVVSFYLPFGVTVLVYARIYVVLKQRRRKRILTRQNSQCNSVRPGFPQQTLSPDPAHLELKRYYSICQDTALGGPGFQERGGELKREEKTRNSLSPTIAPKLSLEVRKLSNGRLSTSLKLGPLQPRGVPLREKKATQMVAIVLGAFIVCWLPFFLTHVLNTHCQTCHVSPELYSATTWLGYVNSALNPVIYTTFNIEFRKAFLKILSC
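Agonist-mode cell screen: cells plated at 1500/well and incubated overnight at 37 °C, then exposed to library compounds for 90 min at 37 °C. Detection reagent was added for 30–60 min at room temperature, and luminescence was read.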
KB-3-1 tox: KB-3-1 parental cell cytotoxicity; Potency, µM (series often up to 46.1 µM), for the others: at the highest dose activity change, negative = cytotoxic, most hits filed as cytotoxic; KB-3-1 viability, CellTiter-Glo ATP luminescence, 72 h; 1.4% of 400,000 active; note: potency is the fitted concentration of half-maximal effect; % is set by controls: 0 for no effect and ±100 for the full control effect; nearly all actives have a fitted effect of over 60% in size
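Multi-concentration cytotoxicity screen in KB-3-1 cells grown in DMEM lacking phenol red with 10% FBS. After 72 h at 37 °C with compound, ATP-dependent luminescence was recorded.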
MCF10A rereplic: inducers of DNA re-replication in MCF 10A breast cells; MCF 10A DNA re-replication, Hoechst nuclear intensity, 48 h; Potency, µM (doses to about 46.1 µM), for inactives: at the top dose activity, positive = re-replication, hits mostly activators; 2.9% of 350,000 active; AID 624296; note: potency is the fitted concentration of half-maximal effect; % of control where 0% means no effect; nearly all actives have a fitted effect of over 50% in size
Starred values were filed as active, the others as inactive; ? = inconclusive; . = no result given; & = joins results of further samples; [ ] = dose if it differs, or a comment. Unless noted, calls come from the whole dose curve; as a rule, active = well fitted curve in the direction sought with a large enough effect; inconclusive = small, poorly fitted or top-dose-only effect, or another doubt; inactive = no such curve, though single readings can be large; an effect the other way counts as inactive or inconclusive. Compounds as they come. About 11% of those tested had a hit in this group.

SMILES	HT1080 IDH1KD tx	KB-V1 MDR tox	HT1080-NT tox	IL-1B inflam inh	HEK293 tox	SW480 rereplic	DRD3 agonist	KB-3-1 tox	MCF10A rereplic
Cc1ccc(C(=O)N2CCCCC2)cc1NC1=C(Cl)C(=O)N(Cc2ccccc2)C1=O	?	-8%	?	-94*	-12%	?	-2	?	8.2µM*
COc1ccc(C(=O)CSc2n[nH]c(-c3ccncc3)n2)cc1[N+](=O)[O-]	-2%	15%	3%	18	59%[activator]	0%	-2	-2%	6%
O=C(Nc1cc(Cl)ccc1O)c1cc2nc(-c3ccc4c(c3)OCO4)cc(C(F)(F)F)n2n1	.	3%	.	.	35%[activator]	.	3	-6%	.
CCc1ccc(S(=O)(=O)NCc2cn3ccsc3n2)s1	-1%	?	8%	20	5%	?	-7	-26%	-1%
Cc1ccc(S(=O)(=O)Nc2cc(Cl)c(O)c3ncccc23)cc1	?	?	-23%	50	?	5.2µM*	1	?	?
Cc1ccc(S(=O)(=O)N2CCC(=O)N([C@H](COCc3ccc(Cl)c(Cl)c3)Cc3ccccc3)CC2)cc1	3%	12%	10%	32	3%	.	-1	?	.
Cc1ccc(-n2nnc3c(=O)n(CC(=O)N4CCCC4)cnc32)cc1	11%	3%	7%	-2	-4%	-4%	-2	-3%	-18%
CCOc1ccc(/C=C/C(=O)OCC(=O)NCCc2ccc(OCC)c(OCC)c2)cc1OC	0%	1%	2%	-3	12%	-2%	0	-7%	0%
COC(=O)c1cc2c(ccn2-c2ccc(F)cc2)n1CC(=O)OC(C)C	-22%	?	-2%	-18	8%	-8%	0	-5%	16µM*
COc1ccc(NS(=O)(=O)c2cccc(C(=O)N3CCN(c4ccccc4O)CC3)c2)cc1	12%	1%	5%	-9	-22%	3%	1	-5%	11%
O=C(CSc1nnc2c(Cl)cc(C(F)(F)F)cn12)Nc1ccc2c(c1)OCO2	1%	?	-10%	-1	4%	-5%	0	-4%	0%
CS(=O)(=O)N1CCCC(C(=O)NCCCN2CCOCC2)C1 (stereo not drawn)	10%	27%	-4%	23	9%	1%	12	10%	10%

One compound at a time (already shown).
Entry for Cc1ccc(S(=O)(=O)Nc2cc(Cl)c(O)c3ncccc23)cc1 → HT1080 IDH1KD tx = ?; KB-V1 MDR tox = ?; HT1080-NT tox = -23%; IL-1B inflam inh = 50; HEK293 tox = ?; SW480 rereplic = 5.2µM*; DRD3 agonist = 1; KB-3-1 tox = ?; MCF10A rereplic = ?
Entry for COC(=O)c1cc2c(ccn2-c2ccc(F)cc2)n1CC(=O)OC(C)C → HT1080 IDH1KD tx = -22%; KB-V1 MDR tox = ?; HT1080-NT tox = -2%; IL-1B inflam inh = -18; HEK293 tox = 8%; SW480 rereplic = -8%; DRD3 agonist = 0; KB-3-1 tox = -5%; MCF10A rereplic = 16µM*

(more compounds)
SMILES	HT1080 IDH1KD tx	KB-V1 MDR tox	HT1080-NT tox	IL-1B inflam inh	HEK293 tox	SW480 rereplic	DRD3 agonist	KB-3-1 tox	MCF10A rereplic
Cc1ccc(-c2nn(C)c(=O)c3ccccc23)cc1S(=O)(=O)NCCN(C)C	-5%	-9%	-1%	-8	-6%	6%	-10	-14%	?
CS(=O)(=O)C1=C(O)C(=O)N(c2ccccc2)C1c1ccccc1 (stereo not drawn)	0%	9%	2%	2	15%	-3%	8	-2%	3%
Fc1ccc(-c2nc3ccc(Br)cn3c2Cc2ccccc2C(F)(F)F)cc1	2%	?	-25%	-10	2%	.	-2	-13%	.
O=C(Nc1ccccn1)c1sc2cc([N+](=O)[O-])ccc2c1Cl	12%	1%	18%	21	7%	0%	-1	1%	1%
N#CCc1ccc(NC(=O)c2ccc(CN3CCc4ccccc4C3)cc2)cc1	-17%	-20%	-27%	45	11%	?	-20	?	?
CC1C(C)N(C(=O)CCl)c2ccccc2N1C(=O)CCl (stereo not drawn)	?	?	?	-101*	?	5.2µM*	-7	0%	7.3µM*
Cc1ccccc1N1CC(O)(c2ccccc2)[N+]2=C1SCC2 (stereo not drawn)	0%	7%	1%	17	-7%	3%	3	-6%	15%
CCCS(=O)(=O)c1c(S(=O)(=O)CCC)c2c(N)cccn2c1C(=O)c1ccc(Br)cc1	-15%	0%	-1%	-17	-3%	14%	5	-6%	5%
CCOC(=O)c1cccc(NC(=O)CCNS(=O)(=O)c2cccc3nonc23)c1	6%	-3%&-2%	11%	-8	-57%&2%	-18%	-7&-1	9%&-3%	0%
CCN(Cc1ccccc1)C(=O)Cn1c(=O)n(-c2cccc(C)c2)c(=O)c2c1c1cc(OC)ccc1n2C	.	-3%	.	.	-6%	.	5	-1%	.
CC(=O)Nc1ccc(NC(=O)c2ccccc2N(C)S(C)(=O)=O)cc1	-21%	4%	-15%[9.24 µM]	64	6%	0%	0	0%	-4%
CC(=O)c1cccc(Nc2nc(-c3ccccc3)nc3ccccc23)c1	?	-15%	-4%	-22	-1%	1%	-3	3%	?
Cc1c(C(=O)N2CCC2)oc2ccc(Cl)cc12	-1%	-2%	3%	-14	14%	-2%	3	0%	2%
Cc1ccc(/C=C/c2onc(C)c2S(=O)(=O)N2CCC(C(=O)NCc3ccc(Cl)cc3)CC2)cc1	.	0%	.	.	-1%	.	-5	17%	.
Cc1cccc(Nc2nnc(SCC(O)=C(C#N)c3nc4ccccc4[nH]3)s2)c1	?	0%	-28%	16	8%	25%	4	-4%	15µM*
Cc1cc2nc(-c3ccc(NC(=O)C(C)C)cc3)oc2cc1C	11%	8%	7%	-27	5%	3%	3	9%	-5%
O=C(CCCn1c(=O)[nH]c2ccc(Br)cc2c1=O)NCc1ccc(Cl)cc1	10%	6%	7%	-13	2%	16%	9	14%	?
Cc1nc2ccccn2c1C(=O)NN=C1CCN(C)CC1	1%	2%	7%	3	-2%	-49%[inhibitor]	-11	0%	-23%[9.22 µM]
S=C(c1ccc(-c2ccccc2Cl)o1)N1CCOCC1	-25%	11%	0%	-91*	-4%	5%	-9	-7%	-7%
COc1ccc(N2CCN(CCCNC(=O)CN3C(=O)COc4ccccc43)CC2)cc1	-1%	-16%	4%	-19	3%	2%	-8	1%	0%
CCC(C)NC(=O)c1cnc2n(c1=O)CCS2 (stereo not drawn)	1%	?	-1%	6	-4%	0%	1	3%	-5%
C=CCOc1ccccc1CN1CCC(n2nccc2NC(=O)C2CC2)CC1	0%	.	-3%	-4	-1%	2%	-13	.	24%
CC(C)C(=O)O/N=C1\CCS(=O)(=O)c2sccc21	-2%	0%	0%	34	19%	2%	5	-1%	2%
COc1ccc(NC(=O)CCNS(=O)(=O)c2ccc3c(c2)c(=O)n(C)c(=O)n3C)cc1OC	13%	23%	2%	6	2%	-2%	-3	5%	-1%
Cc1cc(=O)oc2cc(OCC3CC(c4ccccc4Cl)=NO3)ccc12 (stereo not drawn)	0.45µM*	1.2µM*	0.71µM*	77	-21%	3.7µM*	-13	1.3µM*	?
CCCn1c(N)c(C(=O)COC(=O)/C=C/c2ccc(OC(F)F)c(OC)c2)c(=O)[nH]c1=O	?	8%	-29%	25	-8%	?	14	?	-28%
CCOC(=O)C1CCC(CN(Cc2cccc(Br)c2)S(=O)(=O)c2ccc(C)cc2)CC1 (stereo not drawn)	.	4%	.	.	-5%	.	-16	3%	.
O=[N+]([O-])c1ccc(N2CCSCC2)cc1O	-3%	0%	-4%	-25	-22%	-11%	-4	10%	17%
O=C(C1CC1)N1CCN(c2ccc(O)cc2)CC1	-26%	-2%	-24%	18	4%	6%	-3	-1%	1%
COc1ccc(C)cc1NC(=O)C(Sc1nncn1C)c1ccccc1 (stereo not drawn)	4%	24%	19%	8	-13%	-24%	0	-1%	-5%
CCOc1cc(N2CCOCC2)c(OCC)cc1NC(=O)c1ccc(OC)cc1	-1%	?	-7%	2	-1%	-4%	7	-8%	?
CCCCc1nn2c(=O)cc(COC(=O)c3ccco3)nc2s1	.	?	.	.	-3%	.	-4	2%	.
CC(=O)N1CCOc2ccc(S(=O)(=O)NCc3ccc(F)cc3)cc21	5%	-14%	6%	40	-4%	-1%	-6	15%	-1%
CC1CCN(C(=O)c2[nH]cnc2C(=O)NC2CCN(C(=O)OC(C)(C)C)CC2)CC1	2%	13%	0%	-12	13%	0%	13	11%	41%
CC1CN(C(=O)C(C)OC(=O)c2ccc3ncsc3c2)CC(C)O1 (stereo not drawn)	1%	1%	-2%	-4	0%	-9%	-1	8%	1%
CCOC(=O)c1nn(-c2ccccc2)c(C#N)c1NC(=O)c1nn(CC)cc1Br	-4%	23%	-23%	-14	15%	16%	6	-3%	8%
Cc1ccc2c(c1)C(=O)c1ccccc1CS2=O (stereo not drawn)	4%	-21%	14%	-13	4%	-12%	4	-6%	17%

2 records picked at random from the list so far:
SMILES	HT1080 IDH1KD tx	KB-V1 MDR tox	HT1080-NT tox	IL-1B inflam inh	HEK293 tox	SW480 rereplic	DRD3 agonist	KB-3-1 tox	MCF10A rereplic
O=C(C1CC1)N1CCN(c2ccc(O)cc2)CC1	-26%	-2%	-24%	18	4%	6%	-3	-1%	1%
CCOC(=O)C1CCC(CN(Cc2cccc(Br)c2)S(=O)(=O)c2ccc(C)cc2)CC1 (stereo not drawn)	.	4%	.	.	-5%	.	-16	3%	.

3 entries from above in a different format:
SMILES,HT1080 IDH1KD tx,KB-V1 MDR tox,HT1080-NT tox,IL-1B inflam inh,HEK293 tox,SW480 rereplic,DRD3 agonist,KB-3-1 tox,MCF10A rereplic
CC(=O)N1CCOc2ccc(S(=O)(=O)NCc3ccc(F)cc3)cc21,5%,-14%,6%,40,-4%,-1%,-6,15%,-1%
COc1ccc(C)cc1NC(=O)C(Sc1nncn1C)c1ccccc1 (stereo not drawn),4%,24%,19%,8,-13%,-24%,0,-1%,-5%
CCOC(=O)C1CCC(CN(Cc2cccc(Br)c2)S(=O)(=O)c2ccc(C)cc2)CC1 (stereo not drawn),.,4%,.,.,-5%,.,-16,3%,.
